# TbPYK inhibitor = inhibitors of Trypanosoma brucei pyruvate kinase; actives 0.12% (n = 410,000); Q57TT1; Potency, µM (series often up to 76.8 µM), for the others: at the highest dose activity, negative = inhibition, usual class: inhibitors; TbPYK enzyme, Kinase-Glo Plus ATP luminescence, 45 min; active = well fitted inhibition curve with a large enough effect; inconclusive = small, poorly fitted or top-dose-only effect; also: nearly all actives have a fitted effect of over 50% in size
#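 Quantitative HTS: titrated library compounds versus trypanosomal pyruvate kinase in TEA buffer (pH 7.2) containing KCl, MgCl2, BSA and Tween-20. Reactions were initiated with ADP, 130 uM final. Kinase-Glo Plus luminescence was read after 45 min at RT.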
# * = called active by the depositor; u = inconclusive; & = joins results of further samples; [ ] = remark or other dose. % is scaled to controls: 0 for no effect and ±100 for the full control effect; potency is read from the fitted curve at half-maximal effect. This is a subset, so the mix of outcomes need not match the whole.
# Start of the data: the first four compounds, ahead of the listing:
SMILES,TbPYK inhibitor
O=C1OC(OC(=O)c2cccnc2Nc2cccc(C(F)(F)F)c2)c2ccccc21 (stereo not drawn),-2.9%
S=C(SSC(=S)N1CCCCC1)N1CCCCC1,u
C=CCN1CCCC1CNC(=O)c1cc(S(N)(=O)=O)cc(OC)c1OC (stereo not drawn),3.0%
C[C@@H](O[C@H]1OCCN(Cc2n[nH]c(=O)[nH]2)[C@@H]1c1ccc(F)cc1)c1cc(C(F)(F)F)cc(C(F)(F)F)c1,-6.5%

# Main list, from the start:
SMILES,TbPYK inhibitor
O=C1OC(OC(=O)c2cccnc2Nc2cccc(C(F)(F)F)c2)c2ccccc21 (stereo not drawn),-2.9%
S=C(SSC(=S)N1CCCCC1)N1CCCCC1,u
C=CCN1CCCC1CNC(=O)c1cc(S(N)(=O)=O)cc(OC)c1OC (stereo not drawn),3.0%
C[C@@H](O[C@H]1OCCN(Cc2n[nH]c(=O)[nH]2)[C@@H]1c1ccc(F)cc1)c1cc(C(F)(F)F)cc(C(F)(F)F)c1,-6.5%
CC(=O)N[C@@H](CCC(=O)O)C(=O)O,2.4%
CO/N=C(\C(=O)N[C@@H]1C(=O)N2C(C(=O)[O-])=C(C[n+]3cccc4c3CCC4)CS[C@H]12)c1csc(N)n1,-4.2%
COCC(=O)N1CCC2(CC1)CCN(c1ccncc1)CC2,0.0%
O=S(O)CNc1ccc(S(=O)(=O)c2ccc(NCS(=O)O)cc2)cc1,9.1%
CCOP(=S)(OCC)O/N=C(\C#N)c1ccccc1,-16.7%
C/C=C(/CC[C@@H](C)[C@H]1CCC2C3=CC[C@H]4[C@H](C)[C@@H](O)CC[C@]4(C)C3CC[C@@]21C)C(C)C (stereo partly drawn),0.0%

# Ordered by molar mass (ascending): part of the list above
SMILES,TbPYK inhibitor
CC(=O)N[C@@H](CCC(=O)O)C(=O)O,2.4%
COCC(=O)N1CCC2(CC1)CCN(c1ccncc1)CC2,0.0%
S=C(SSC(=S)N1CCCCC1)N1CCCCC1,u
O=S(O)CNc1ccc(S(=O)(=O)c2ccc(NCS(=O)O)cc2)cc1,9.1%
O=C1OC(OC(=O)c2cccnc2Nc2cccc(C(F)(F)F)c2)c2ccccc21 (stereo not drawn),-2.9%

# Continued:
SMILES,TbPYK inhibitor
CCN1CCN(c2cc(-c3ccc(F)cc3)c3c(n2)CCCCCC3)CC1,-5.6%
Cc1ccc(C2(O)CCN(CCCC(=O)c3ccc(F)cc3)CC2)cc1,-8.6%
COc1cc(CC(C)N)c(OC)cc1Br (stereo not drawn),-4.9%
CCC[C@@H]1CC(C(=O)NC(C2O[C@H](SC)C(OP(=O)(O)O)[C@H](O)[C@H]2O)[C@H](C)Cl)N(C)C1 (stereo partly drawn),4.0%
C[C@H]1[C@@H](OC(=O)CCC(=O)O)OC2OC3(C)CC[C@H]4[C@H](C)CC[C@@H]1[C@@]24OO3 (stereo partly drawn),3.2%
O=c1[nH]cnc2nc[nH]c12,3.5%
Cn1cccc1C(=O)N1CCC2(CCCN(C(=O)Nc3cccc(F)c3)C2)CC1,-11.8%
Cc1cc(C(=O)NCCc2ccc(S(=O)(=O)NC(=O)NN3CCCCCC3)cc2)no1,0.2%
CC(C)OC(=O)c1cc2c(OC[C@@H](O)CNC(C)(C)C)cccc2[nH]1,-12.3%
Cc1nc2cnc(N3CCNCC3)nc2n(-c2ccccc2)c1=O,-1.5%
CCCOC(=O)c1cc(O)c(O)c(O)c1,-8.9%
COc1ccc(NC(=O)N2CCC3(CC2)CCN(C(=O)c2ccco2)CC3)cc1,0.0%
N#C/C(=C1/SC[C@@H](c2ccc(Cl)cc2Cl)S1)n1ccnc1,5.9%&0.2%&1.3%
O=C1c2ccccc2S(=O)(=O)N1CCCCN1CCN(c2ncccn2)CC1,2.6%
COc1cccc(Nc2ncc3nc(CCc4ccccc4)c(=O)n(C4CC4)c3n2)c1,3.1%
O=C(c1ccco1)N1CCC2(CC1)CN(c1cccc(-c3ccccc3)c1)C2,4.7%
CO[C@H]1OC2O[C@@]3(C)CC[C@H]4[C@H](C)CC[C@@H]([C@H]1C)[C@@]24OO3 (stereo partly drawn),3.6%
CCc1oc2ccccc2c1C(=O)c1cc(I)c(O)c(I)c1,-15.5%
N#Cc1ccc(CN2CCCC3(CCN(C(=O)c4cc(C(F)(F)F)cc(C(F)(F)F)c4)CC3)C2)cc1,5.9%
COc1cccc(Cn2c(=O)c(C)nc3cnc(N4CCNCC4)nc32)c1,10.4%
CCC(C)C1NC(=O)C(Cc2ccc(O)cc2)NC(=O)C(N)CSSCC(C(=O)N2CCCC2C(=O)NC(CC(C)C)C(=O)NCC(N)=O)NC(=O)C(CC(N)=O)NC(=O)C(CCC(N)=O)NC1=O (stereo not drawn),0.8%
O=S(=O)(c1ccccc1)N1CCC2(CC1)CN(c1ncccn1)C2,0.6%
O=C(c1ccncc1)N1CCC[C@@]2(CCN(Cc3nccs3)C2)C1,-10.3%
C[N+](C)(C)CCOP(=O)(O)OP(=O)([O-])OCC1OC(n2ccc(N)nc2=O)[C@H](O)[C@@H]1O (stereo partly drawn),0.8%
O=C(O)c1ccccc1OP(=O)(O)O,0.7%
N#Cc1ccc(CN2CCC3(CC2)CCN(C(=O)c2cnccn2)CC3)cc1,-9.1%
CN1CC[C@@]2(CCCN(C(=O)c3cccc(F)c3)C2)C1,4.6%
O=[n+]1ccn([O-])c2ccccc21,-3.8%
COC1C(OC(=O)/C=C/C=C/C=C/C=C/C(=O)O)CCC2(CO2)C1C1(C)OC1CC=C(C)C (stereo not drawn),-5.0%
Cc1cc(C)c(NC(=O)CN(CC(=O)O)CC(=O)O)c(C)c1Br,-6.3%
CCCCC(CC)COC(=O)c1ccccc1C(=O)O (stereo not drawn),4.0%[157 µM]
CO[C@H]1/C=C/O[C@@]2(C)Oc3c(C)c(O)c4c(O)c(c(/C=N\N5CCN(C6CCCC6)CC5)c(O)c4c3C2=O)NC(=O)/C(C)=C\C=C\[C@H](C)[C@H](O)[C@@H](C)[C@@H](O)[C@@H](C)[C@H](OC(C)=O)[C@@H]1C,0.0%
C[N+](C)(CCCCCC[N+](C)(C)C1c2ccccc2-c2ccccc21)C1c2ccccc2-c2ccccc21,3.0%
N#CCCn1c(=O)c(CCc2ccccc2)nc2cnc(N3CCOCC3)nc21,-5.5%
O=S(=O)(c1ccccc1)N1CCC2(CCCN(c3ccncc3)C2)CC1,11.0%
CCCCCCCC/C=C\CCCCCCCC(=O)OC[C@@H](O)[C@H]1OC[C@H](O)[C@H]1O,-7.8%
O=[N+]([O-])O[C@H]1CO[C@H]2[C@@H]1OC[C@H]2O,-10.3%
CC(C)(C)CC(C)(C)c1cc(Cc2cc(C(C)(C)CC(C)(C)C)cc(-n3nc4ccccc4n3)c2O)c(O)c(-n2nc3ccccc3n2)c1,-8.8%
CN[C@@H]1CCc2[nH]c3ccc(C(N)=O)cc3c2C1,-5.9%
O=C(Nc1cccc(C(F)(F)F)c1)c1cc(Br)cc(Br)c1O,3.8%
Cc1cc(=O)c(C(=O)N[C@@H](C(=O)N[C@@H]2C(=O)N3C(C(=O)O)=C(CSc4nnnn4C)CS[C@H]23)c2ccc(O)cc2)c[nH]1,-11.9%
CC(C)CC(NC(=O)CNC(=O)C(Cc1ccc(O)cc1)NC(=O)C(CO)NC(=O)C(Cc1c[nH]c2ccccc12)NC(=O)C(Cc1cnc[nH]1)NC(=O)C1CCC(=O)N1)C(=O)NC(CCCN=C(N)N)C(=O)N1CCCC1C(=O)NCC(N)=O (stereo not drawn),1.4%
COc1ccc([C@@H]2CC(=O)c3c(O)cc(O[C@H]4O[C@@H](CO[C@H]5O[C@@H](C)[C@@H](O)[C@@H](O)[C@@H]5O)[C@@H](O)[C@@H](O)[C@@H]4O)cc3O2)cc1O,5.8%[33.2 µM]
O=C(c1cc(C(F)(F)F)cc(C(F)(F)F)c1)N1CCC2(CC1)CCN(c1ncccn1)CC2,-1.4%
CCCCCCCC(=O)CC[C@H]1[C@@H](C/C=C/CCCC(=O)OC(C)C)[C@@H](O)C[C@H]1O,-8.3%
CN1CCN(C2=Nc3ccccc3Cc3ccccc32)CC1,-4.6%
O=c1cnc2cnc(N3CCOCC3)nc2n1Cc1ccc(F)cc1,1.5%
CNC[C@H](O)c1ccc(O)cc1,3.2%[33.2 µM]
O=C(c1cnccn1)N1CCC2(CCCN(c3ccncc3)C2)CC1,-6.3%
Cc1nc(Nc2ncc(C(=O)Nc3c(C)cccc3Cl)s2)cc(N2CCN(CCO)CC2)n1,-6.1%&1.2%
# More compounds
SMILES,TbPYK inhibitor
CCCCC(=O)OCC(=O)[C@]1(O)Cc2c(O)c3c(c(O)c2[C@H](OC2CC(NC(=O)C(F)(F)F)C(O)C(C)O2)C1)C(=O)c1c(OC)cccc1C3=O (stereo partly drawn),3.0%
Oc1ccc(C(O)CNCCCCCCNCC(O)c2ccc(O)c(O)c2)cc1O (stereo not drawn),0.9%
COC(=O)N1CCC[C@@]2(CCN(C(c3ccccc3)c3ccccc3)C2)C1,-5.6%
O=C(Nc1ccccc1)N1CC2(CCN(C(=O)Oc3ccccc3)CC2)C1,0.0%
CCOC(=O)CCC(=O)OC1C(OC2C(C)C(OC3CC(C)(OC)C(O)C(C)O3)C(C)C(=O)OC(CC)C(C)(O)C(O)C(C)C(=O)C(C)CC2(C)O)OC(C)CC1N(C)C (stereo not drawn),1.8%
O=C(c1ccco1)N1CCC2(CCN(Cc3ccncc3)CC2)CC1,4.1%
COc1nc(N)nc2c1ncn2[C@@H]1O[C@H](CO)[C@@H](O)[C@@H]1O,0.0%
O=C(c1csnn1)N1CCC2(CC1)CCN(c1ccncc1)CC2,1.8%
O=C(c1cc(C(F)(F)F)cc(C(F)(F)F)c1)N1CCC2(CC1)CN(c1ccccc1)C2,2.0%
O=C1C(=O)c2ncccc2-c2cccnc21,-3.3%
Clc1ccc(CO/N=C(\Cn2ccnc2)c2ccc(Cl)cc2Cl)c(Cl)c1,-4.1%
CC(COc1ccccc1)NN (stereo not drawn),4.0%
CCC(C)CCCCC(=O)N[C@@H](CCN)C(=O)N[C@H](C(=O)N[C@@H](CCN)C(=O)N[C@H]1CCNC(=O)C([C@@H](C)O)NC(=O)[C@@H](CCN)NC(=O)[C@H](CCN)NC(=O)[C@H](CC(C)C)NC(=O)[C@@H](CC(C)C)NC(=O)[C@H](CCN)NC1=O)[C@@H](C)O (stereo partly drawn),12.7%
COc1ccc(NC(=O)N2CCCC3(CCN(C(=O)c4ccco4)CC3)C2)cc1,-4.5%
Nc1ccccc1N,-29.4%[157 µM]
O=C(Nc1cccc(F)c1)N1CCC2(CC1)CCN(S(=O)(=O)c1ccccc1)CC2,-4.6%
ClC1=C(Cl)[C@]2(Cl)[C@@H]3[C@@H]4C[C@@H]([C@H]5O[C@@H]45)[C@@H]3[C@@]1(Cl)C2(Cl)Cl,4.4%[157 µM]
COc1ccc(C(=O)N2CCC[C@@]3(CCN(C(=O)NC(C)C)C3)C2)cc1,-4.7%
CN(C)CCc1c[nH]c2ccc(Cn3cncn3)cc12,-12.6%
CN1CC(=O)N2C(Cc3c([nH]c4ccccc34)[C@H]2c2ccc3c(c2)OCO3)C1=O (stereo partly drawn),-4.8%
O=C(Oc1ccccc1)N1CCC2(CCCN(c3ncccn3)C2)CC1,0.3%
O=C1CC2(CCCC2)CC(=O)N1CCNCC1COc2ccccc2O1 (stereo not drawn),2.4%
CCCCCc1cc(O)c2c(c1)OC(C)(C)c1ccc(C)cc1-2,8.5%
COc1ccc(NC(=O)N2CC3(CCN(C(C)=O)CC3)C2)cc1,-5.5%
COc1ccc(NC(=O)N2CC[C@@]3(CCCN(S(C)(=O)=O)C3)C2)cc1,-5.0%
C=NC(C(=O)NC1C(=O)N2C1SC(C)(C)C2C(=O)O)c1ccccc1 (stereo not drawn),-7.6%
O=c1c(-c2cccs2)nc2cnc(Oc3ccccc3)nc2n1C1CC1,-3.0%
CS(=O)c1ccc(-c2nc(-c3ccc(F)cc3)c(-c3ccncc3)[nH]2)cc1 (stereo not drawn),3.5%
COCC(=O)N1CCC[C@@]2(CCN(C(=O)Nc3cccc(F)c3)C2)C1,4.9%
NC(CS)C(=O)O (stereo not drawn),-2.7%
CCCCCC[C@@H](CCC)C(=O)O,0.0%
O=C(O)[C@H]1C(=CCO)O[C@H]2CC(=O)N12,3.8%
COc1cc(C2c3cc4c(cc3C(O[C@@H]3OC5COC(c6cccs6)OC5C(O)C3O)C3COC(=O)C23)OCO4)cc(OC)c1O (stereo partly drawn),-1.4%
COc1ccc(NC(=O)N2CC[C@@]3(CCCNC3)C2)cc1,-12.0%
Cc1cc(C=c2sc3nc4ccccc4n3c2=O)c(C)n1-c1ccccc1,0.0%
COc1ccccc1CN1CCCC2(CCN(C(=O)c3cccn3C)CC2)C1,1.6%
CC(C)=CCC/C(C)=C\CC/C(C)=C\CC/C=C(\C)CC/C=C(\C)CCC=C(C)C,-1.9%
N#Cc1cccc(NC(=O)N2CC[C@@]3(CCCN(C(=O)Oc4ccccc4)C3)C2)c1,-9.2%

# Four of these compounds, set out differently.
SMILES | TbPYK inhibitor
Cc1cc(C=c2sc3nc4ccccc4n3c2=O)c(C)n1-c1ccccc1 | 0.0%
COc1ccccc1CN1CCCC2(CCN(C(=O)c3cccn3C)CC2)C1 | 1.6%
COc1cc(C2c3cc4c(cc3C(O[C@@H]3OC5COC(c6cccs6)OC5C(O)C3O)C3COC(=O)C23)OCO4)cc(OC)c1O (stereo partly drawn) | -1.4%
CCCCCC[C@@H](CCC)C(=O)O | 0.0%

# High-throughput results: PubChem BioAssay, National Center for Advancing Translational Sciences (NCATS)
